GLS inhibitor: blocks human kidney-isoform glutaminase activity | hit rate 0.21% among 410,000 | AID 624170 | Potency, µM (titrated, usually from 45.5 µM), without a hit: at the highest dose activity change, negative = inhibition, actives largely listed as inhibitors | O94925 | GLS enzymatic activity, qHTS titration; further: on the % scale 0 is the no-effect control and ±100 the full control effect
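Enzyme dispensed in phosphate buffer (45 mM, pH 8.2, 0.02% Tween-20), compounds pinned in, then 1 mM L-glutamine solution and the glutamate oxidase–HRP–Amplex Red mix added; fluorescence read immediately and again after 30 min at room temperature.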
ALOX12 inh: ALOX12 (human) lipoxygenase inhibition. purified 12hLO, xylenol orange hydroperoxide absorbance. hit rate 1.1% among 580,000. Potency, µM (series often up to 108 µM), for inactives: at the top dose activity change, negative = inhibition, actives largely listed as inhibitors; further: on the % scale 0 is the no-effect control and ±100 the full control effect
Target sequence (P18054 whole entry, looked up): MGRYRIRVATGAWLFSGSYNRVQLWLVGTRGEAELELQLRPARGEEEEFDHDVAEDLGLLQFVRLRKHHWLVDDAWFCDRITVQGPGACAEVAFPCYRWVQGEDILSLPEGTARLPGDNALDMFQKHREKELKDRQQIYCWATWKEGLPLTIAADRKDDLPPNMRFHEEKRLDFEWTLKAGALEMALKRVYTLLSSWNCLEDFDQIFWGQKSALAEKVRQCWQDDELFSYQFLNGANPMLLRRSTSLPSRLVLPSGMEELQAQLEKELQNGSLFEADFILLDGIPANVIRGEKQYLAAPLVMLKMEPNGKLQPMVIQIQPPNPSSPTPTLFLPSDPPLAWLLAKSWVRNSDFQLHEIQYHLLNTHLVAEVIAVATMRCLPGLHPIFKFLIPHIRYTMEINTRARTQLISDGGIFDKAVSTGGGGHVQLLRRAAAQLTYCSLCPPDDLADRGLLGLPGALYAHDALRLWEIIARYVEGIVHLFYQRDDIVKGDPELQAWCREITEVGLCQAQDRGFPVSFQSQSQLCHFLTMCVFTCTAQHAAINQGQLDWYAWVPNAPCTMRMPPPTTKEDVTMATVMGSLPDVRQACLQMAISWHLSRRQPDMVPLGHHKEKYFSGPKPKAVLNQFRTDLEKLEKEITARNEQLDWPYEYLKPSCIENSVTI
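Hydroperoxide product was detected by ferrous iron/xylenol orange as the 573 to 405 nm absorbance ratio. Arachidonic acid at 40 uM (final) was turned over for 30 min at room temperature by 150 nM human 12hLO, pH 7.0 Hepes buffer, after 15 min compound preincubation.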
TrxR1 inh: rat TrxR1 inhibition; recombinant rTrxR1, NADPH fluorescence consumption, selenite substrate; Potency, µM (series often up to 114 µM), inactives show at the top dose activity change, negative = inhibition, most hits filed as inhibitors; hit rate 1% among 390,000; further: on the % scale 0 is the no-effect control and ±100 the full control effect; nearly all actives have a fitted effect of over 65% in size
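Rat TrxR1 (90 nM in the dispensed reagent) was pre-reduced with 400 uM NADPH for 5 min at room temperature, then incubated with compound for 15 min. After 400 uM selenite was added, NADPH fluorescence (Ex 340/Em 450 nm) was followed for 8 min.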
HP1b chromo inh: HP1-beta chromodomain-methylated histone interaction inhibition; hit rate 0.56% among 390,000; Potency, µM (highest dose often 114 µM), for the others: top-dose activity change, negative = inhibition, actives largely listed as inhibitors; P83916; AID 540317; AlphaScreen HP1-beta / biotin-H3K9me3 peptide binding; further: nearly all actives have a fitted effect of over 70% in size; inactives centre near 23
Target sequence (P83916 whole entry, looked up): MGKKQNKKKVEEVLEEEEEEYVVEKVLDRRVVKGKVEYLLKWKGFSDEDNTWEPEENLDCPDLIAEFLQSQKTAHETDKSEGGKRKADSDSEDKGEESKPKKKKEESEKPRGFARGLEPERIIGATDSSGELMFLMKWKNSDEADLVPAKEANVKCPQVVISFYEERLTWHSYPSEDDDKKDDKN
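AlphaScreen: HP1-beta (50 nM) preformed 30 min with biotin-H3(1-18)K9me3 peptide (50 nM) in PBS pH 7.4, 0.01% Tween-20. Compound added for 30 min at RT, then streptavidin donor/nickel chelate acceptor beads (10 ug/mL) for 30 min.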
PGK inhibitor: T. brucei PGK inhibition; P07378; PGK/GAPDH coupled, Kinase-Glo luminescence, 60 min; hit rate 0.043% among 380,000; Potency, µM (titrated, usually from 57.5 µM), for inactives: top-dose activity change, negative = inhibition, usual class: inhibitors; further: on the % scale 0 is the no-effect control and ±100 the full control effect; nearly all actives have a fitted effect of over 60% in size
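Recombinant glycosomal PGK reaction used 1,3-bisphosphoglycerate generated in-well by GAPDH (100nM final) in 100mM TEA pH 7.6, 5mM MgCl2, 0.01% Tween-20. After 60 minutes at room temperature, ATP was read by Kinase-Glo Plus luminescence end-point.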
ERG Ets-DNA blk: inhibitors of human ERG Ets domain-DNA interaction. P11308. fluorescence polarization, His-ERG Ets domain / labelled DNA. Potency, µM (series often up to 76.9 µM), without a hit: at the top dose FP activity, negative = inhibition, usual class: inhibitors. hit rate 0.028% among 370,000. AID 624246; active means well fitted inhibition curve with a large enough effect in the polarisation, with a control signal flat; inconclusive means small, poorly fitted or top-dose-only effect, or effect the other way, or a change in a side signal; inactive means no such curve, though single readings can be large or run the other way; the % refers to the polarisation;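 further: polarization taken with two DNA probes labelled with fluorescein and Texas red; % of control where 0% means no effect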
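His-tagged ERG Ets domain (1 uM in the protein solution; 300mM KCl, 50mM Tris-HCl, 1mM EDTA, 1mM DTT, pH 7.5) received compound, then a probe mix of 5 nM fluorescein-DNA and 100nM Texas-615-DNA. Fluorescence polarization was read for both dyes.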
RGS4 inhibitor: blocks human RGS4-accelerated GTP hydrolysis; Transcreener GDP fluorescence polarization, RGS4-accelerated GTP hydrolysis; Potency, µM (titrated, usually from 114 µM), inactives show at the highest dose activity change, negative = inhibition, hits mostly inhibitors; hit rate 0.039% among 390,000; further: on the % scale 0 is the no-effect control and ±100 the full control effect; nearly all actives have a fitted effect of over 75% in size; some results filed as inactive show a strong effect at the top dose
Target sequence (P49798 whole entry, looked up): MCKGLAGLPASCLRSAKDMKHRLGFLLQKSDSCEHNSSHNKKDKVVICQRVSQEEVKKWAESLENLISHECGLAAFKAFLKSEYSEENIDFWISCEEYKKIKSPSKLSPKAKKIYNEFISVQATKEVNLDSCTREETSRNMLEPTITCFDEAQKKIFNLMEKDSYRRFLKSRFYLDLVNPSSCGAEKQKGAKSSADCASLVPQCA
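MLSMR compounds (23 nl, pin-transferred) preincubated 10 min at room temperature with a 500nM (2x) first reagent, then RGS4 at 900nM (2x) plus Transcreener GDP mix added; fluorescence polarization (620/688 nm) read before and after 90 min at 30 °C.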
Pin1 inh: blocks the human prolyl isomerase Pin1; Q13526; Pin1 FP peptide displacement, HiFluor488, 10 min; Potency, µM (highest dose often 115 µM), for inactives: top-dose activity, negative = inhibition, actives largely listed as inhibitors; hit rate 0.009% among 390,000; AID 504891; active means well fitted inhibition curve with a large enough effect in the polarisation, with a control signal flat, not every such curve was filed as active; inconclusive means small, poorly fitted or top-dose-only effect, or effect the other way, or a change in a side signal; inactive means no such curve, though single readings can be large or run the other way; the % refers to the polarisation; further: on the % scale 0 is the no-effect control and ±100 the full control effect
JMJD2A Tudor inh: inhibitors of human JMJD2A Tudor domain; AID 504339; AlphaScreen JMJD2A-Tudor / H3K4me3 peptide binding; O75164; Potency, µM (series often up to 114 µM), for the others: at the highest dose activity change, negative = inhibition, most hits filed as inhibitors; hit rate 4.4% among 390,000; further: on the % scale 0 is the no-effect control and ±100 the full control effect; nearly all actives have a fitted effect of over 50% in size
Active calls of the source: *; i = inactive; u = inconclusive; x = not tested or not shown; & = joins results of further samples; [ ] = dose if it differs, or a comment. Unless noted, the call rests on the fitted dose curve; in most records, active means well fitted curve in the direction sought with a large enough effect; inconclusive means small, poorly fitted or top-dose-only effect, or another doubt; inactive means no such curve, though single readings can be large; an effect the other way counts as inactive or inconclusive. Potency means the concentration at half of the fitted maximal effect. An excerpt (hit frequency here may not be typical).

The line under a structure holds: GLS inhibitor	ALOX12 inh	TrxR1 inh	HP1b chromo inh	PGK inhibitor	ERG Ets-DNA blk	RGS4 inhibitor	Pin1 inh	JMJD2A Tudor inh
COc1ccc(C(c2sc3nc(C)nn3c2O)N2CCC(C(N)=O)CC2)cc1OC (stereo unspecified)
 : -1%	26%	10%[57.1 µM]	25%	10%	12%	8%	-3%	-3%
CCOc1ccc(CCNC(=O)CCNC(=O)c2ccco2)cc1OCC
 : 8%	3%	17%	23%	1%	5%	27%	-6%	-12%
O=C(Cn1cnc2c(nnn2-c2ccc(F)cc2)c1=O)NCc1ccco1
 : -5%	-6%	u	21%	-2%	-12%	-21%	7%	-20%
COc1cc(NC(=O)c2cc3c(C)nc4ccccc4c3o2)cc(OC)c1OC
 : 4%	-3%	7%[57.1 µM]	9%	-9%	8%	-36%	u	-24%
COc1cc(-c2nnc(SCC(=O)NC(C)C)o2)cc(OC)c1OC
 : u	-5%	5%	34%	-7%	-6%	-20%	1%	0%
CCCC(=O)Nc1ccc(C#Cc2ccccc2)cc1
 : -1%	-14%	-4%	24%	2%	-4%	-1%	-5%	-10%
Cc1ccc(C)c2sc(N)nc12
 : -1%	5%	19%	19%	1%	2%	9%	-1%	-8%
COc1ccccc1C(=O)NCCCNC(=O)c1ccccn1
 : -11%	9%	31%[activator]	16%	-1%	-8%	28%	0%	-6%
COc1ccc(/C=C(\C#N)C(=O)OCC(=O)NC(C)c2ccccc2)cc1 (stereo unspecified)
 : -15%	-16%	19%[57.1 µM]	16%	-2%	3%	-4%	21%	-8%
Cc1cc(OCC(=O)Nc2sc3c(c2C#N)CCC(C)C3)ccc1Cl (stereo unspecified)
 : -1%	-19%	12%	34%	i	0%	16%	0%	-13%
CC(=O)c1ccc(NC(=S)NCCc2cccc(Cl)c2)cc1
 : 9%	-4%	-17%	29%	-1%	-2%	-39%	1%	-18%
CC1CCC(NC(=O)c2cc(C3CC3)nn2-c2ccccc2)CC1 (stereo unspecified)
 : -10%	u	6%	70%[activator]	i	6%	-31%	9%	-2%
Cc1ccc2oc(-c3ccc(C)c(NC(=O)/C=C/c4ccc(Cl)cc4)c3)nc2c1
 : -7%	-5%	21%	19%	9%	8%	16%	0%	-1%
O=[N+]([O-])c1ccc(/C=N/NC(=S)Nc2ccc(Cl)cc2Cl)s1
 : 2%	u	10%	-9%	i	10%	-16%	18%	u
O=C(Cn1c(=O)oc2ccccc21)NCc1ccc(Cl)cc1
 : 5%	-2%	24%[57.1 µM]	21%	0%	0%	-13%	4%	9%
COc1ccc(NC(=O)c2ccc(NC(=O)CN3CCN(c4ccc(O)cc4)CC3)cc2)cc1
 : 30%	u	6%	u	10%	0%	-13%	-1%	u
CC(C)c1ccc(NC(=O)C2CCC(CNC(=O)[C@@H]3Cc4ccccc4CN3)CC2)cc1 (stereo partly specified)
 : 9%	-8%	19%	46%[activator]	6%	1%	25%	1%	-14%
Cc1ncc(CN2CCCC(CCC(=O)NCc3ccccc3F)C2)s1 (stereo unspecified)
 : -5%	u	18%[57.1 µM]	60%[activator]	i	-22%	-38%	-4%	-9%
CC(=O)c1oc2ccccc2c1N
 : -1%	-20%	-1%	7%	3%	-2%	-10%	-4%	-22%
O=c1[nH]c2ccc(NC(=S)Nc3ccccc3Cl)cc2[nH]1
 : 28%	u	-18%[57.1 µM]	1%	-5%	1%	-24%	-5%	-6%
CC(C)NC1CS(=O)(=O)CC1O (stereo unspecified)
 : -11%	1%	24%	100%	-2%[11.5 µM]	x	6%	2%	-8%
CCOc1ccc(CN2C(=O)c3ccccc3C2C(=O)NC(C)CC)cc1OC (stereo unspecified)
 : 7%	4%	2%	26%	4%	5%	25%	5%	4%
CC(C)(Oc1ccc(Cl)cc1)C(=O)O
 : -12%&8%	u	20%	27%	-14%	7%	-23%	-1%	-4%
Cc1ccc2oc(=O)c(-c3ccc(O)cc3)c(C)c2c1
 : -1%	236%[activator]	-2%	21%	-6%	x	-25%	4%	-12%
Cc1ccc(-c2cc(N)n(-c3ccc(C)cc3)n2)cc1
 : 8%&16%	-13%&12%	13%[57.1 µM]	11%&-25%	1%	9%&-1%	-13%&-8%	9%&0%	u
Cn1cc(CC(=O)NC2CCCCC2)c2ccccc21
 : 0%	20%	14%	18%	7%	-2%	3%[11.4 µM]	-4%	-16%
CCOC(=O)N1CCN(/[N+]([O-])=N/Oc2ccc([N+](=O)[O-])cc2[N+](=O)[O-])CC1
 : x	x	6.7µM*	63%[activator]	x	x	u	2%	-19%
Cc1ccc(C)c(NC(=O)C[n+]2ccccc2)c1
 : -10%	4%	-2%[57.1 µM]	28%	1%	11%	18%	4%	-8%
CCOC(=O)CCc1nc2ccccc2[nH]1
 : -1%	-7%	26%	12%	-1%[11.5 µM]	x	-3%	5%	-1%
CNC(=O)COc1coc(CN2CCN(C(=O)c3ccco3)CC2)cc1=O
 : -4%	2%	-17%	32%	-5%	6%	-25%	-3%	-5%

Three compounds already listed, ordered by molecular weight, highest first:
The line under a structure holds: GLS inhibitor	ALOX12 inh	TrxR1 inh	HP1b chromo inh	PGK inhibitor	ERG Ets-DNA blk	RGS4 inhibitor	Pin1 inh	JMJD2A Tudor inh
CCOC(=O)N1CCN(/[N+]([O-])=N/Oc2ccc([N+](=O)[O-])cc2[N+](=O)[O-])CC1
 : x	x	6.7µM*	63%[activator]	x	x	u	2%	-19%
O=C(Cn1cnc2c(nnn2-c2ccc(F)cc2)c1=O)NCc1ccco1
 : -5%	-6%	u	21%	-2%	-12%	-21%	7%	-20%
CC(=O)c1ccc(NC(=S)NCCc2cccc(Cl)c2)cc1
 : 9%	-4%	-17%	29%	-1%	-2%	-39%	1%	-18%

Going on with the list.
The line under a structure holds: GLS inhibitor	ALOX12 inh	TrxR1 inh	HP1b chromo inh	PGK inhibitor	ERG Ets-DNA blk	RGS4 inhibitor	Pin1 inh	JMJD2A Tudor inh
Cc1ccc(C)c(N2CCN(CC(=O)Nc3ccc([N+](=O)[O-])cc3C(=O)Nc3ccccc3F)CC2)c1
 : -6%	13%	-1%	8%	i	6%	-32%	5%	u
COc1cc(-c2cc(-c3ccccc3)nc(SCC(=O)O)c2C#N)cc(OC)c1OC
 : 1%	-6%	1%[57.1 µM]	-18%	-5%	-1%	-18%	-1%	-8%
CCCNC(=O)c1ccc(N2CC3CC(C2)c2cccc(=O)n2C3)c(NC(=O)Nc2ccc(CC)cc2)c1 (stereo unspecified)
 : 10%	-1%	7%	14%	7%	2%	14%	-4%	-19%
CCOC(=O)C(C(=O)OCC)C(CC(=O)C1CC1)c1ccccc1 (stereo unspecified)
 : -27%	0%	2%[57.1 µM]	63%[activator]	-6%	-5%	2%[11.4 µM]	-2%	-17%[11.4 µM]
Cc1ccccc1C(=O)NNC(=O)CSc1nnc(C)n1-c1ccccc1
 : 12%	-6%	26%[57.1 µM]	34%	i	6%	-53%	-2%	-9%
C=CCc1cc(OC)ccc1OCCN(C)Cc1ccccc1
 : 0%	-17%	17%	u	-3%	4%	-33%	-11%	25µM*
Cc1nc2c(C(=O)NCc3ccccc3)cnn2c(C)c1Cc1ccc(F)cc1
 : 13µM*	-18%	17%[57.1 µM]	0%	-6%	-5%	30%	-3%	u
Cc1cccc(NC(=O)c2cccc(NC(=O)c3ccco3)c2)c1C
 : -2%	0%	-4%	12%	-4%	-1%	0%	-4%	-4%
Cc1c(NC(=O)CSCc2c(F)cccc2Cl)c(=O)n(-c2ccccc2)n1C
 : 1%	x	14%	37%	9%	-2%	-4%	-3%	0%
O=C(N=C1SC2CS(=O)(=O)CC2N1Cc1ccc(Cl)cc1)C1CCCO1 (stereo unspecified)
 : -21%	23%	-7%	40%[activator]	-10%	6%	23%	0%	-4%
Nc1nccnc1C(=O)OCC(=O)Nc1cccc(S(=O)(=O)N2CCCCC2)c1
 : 5%	-3%	-3%	22%	-4%	0%	-22%	-1%	-10%
CC(/C=C/c1ccccc1)=N/NC(=O)c1nc2nc(C)cc(C)n2n1
 : 0%	-4%	52%[activator][57.1 µM]	12%	-8%	-4%	13%	-2%	-14%
Cc1ccc(NC2CCCN(C(=O)c3cn4cc(Cl)ccc4n3)C2)cc1C (stereo unspecified)
 : 5%	-28%	15%	24%	-10%	-3%	16%	-5%	1%

Given with tabs: 4 of the compounds above
smiles	GLS inhibitor	ALOX12 inh	TrxR1 inh	HP1b chromo inh	PGK inhibitor	ERG Ets-DNA blk	RGS4 inhibitor	Pin1 inh	JMJD2A Tudor inh
Cc1ccccc1C(=O)NNC(=O)CSc1nnc(C)n1-c1ccccc1	12%	-6%	26%[57.1 µM]	34%	i	6%	-53%	-2%	-9%
C=CCc1cc(OC)ccc1OCCN(C)Cc1ccccc1	0%	-17%	17%	u	-3%	4%	-33%	-11%	25µM*
Cc1nc2c(C(=O)NCc3ccccc3)cnn2c(C)c1Cc1ccc(F)cc1	13µM*	-18%	17%[57.1 µM]	0%	-6%	-5%	30%	-3%	u
Cc1cccc(NC(=O)c2cccc(NC(=O)c3ccco3)c2)c1C	-2%	0%	-4%	12%	-4%	-1%	0%	-4%	-4%

From PubChem BioAssay
